PMI act: phosphomannose isomerase (human) activation | 190,000 tested, 0.005% active | activation factor at 20 µM | purified human PMI, coupled resazurin fluorescence, 20 min; active compounds read high; 1 = vehicle control, 0 substrate-free wells | AID 1214 | P34949;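 active = activation factor of 2 or more at 20 µM, relative to plate controls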
APP 5'UTR act: APP 5'UTR luciferase reporter activation; 190,000 tested, 1% active; AID 1276; SH-SY5Y APP 5'UTR luciferase reporter, luminescence; zero percent = DMSO vehicle wells; activation, % at 2 µM;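 active = activation above a set limit, based on mean plus 3 SD of controls, cut at about 140% in these data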; note: values of inactives mirror those of a sister screen read the other way
FLuc inh counter: inhibits firefly luciferase, flagging false hits in luciferase inhibition screens | P08659 | ATPLite firefly luciferase biochemical luminescence, 10 min | inhibition, % at 10 µM | 200,000 tested, 1.5% active | AID 1006;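 active = inhibition above about 50% when tested at 10 µM, limit read from the data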
TNAP act hi DEA: activators of human TNAP at high phosphate acceptor concentration; AID 1136; activation factor at 20 µM; P05186; 200,000 tested, under 10 active; purified TNAP, CDP-star luminescence, 1 M DEA, 30 min; active compounds read high; 0 = EDTA background, 1 = DMSO-only activity;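 active = activation factor at least 2 at 20 µM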
Target sequence (P05186 whole entry, looked up): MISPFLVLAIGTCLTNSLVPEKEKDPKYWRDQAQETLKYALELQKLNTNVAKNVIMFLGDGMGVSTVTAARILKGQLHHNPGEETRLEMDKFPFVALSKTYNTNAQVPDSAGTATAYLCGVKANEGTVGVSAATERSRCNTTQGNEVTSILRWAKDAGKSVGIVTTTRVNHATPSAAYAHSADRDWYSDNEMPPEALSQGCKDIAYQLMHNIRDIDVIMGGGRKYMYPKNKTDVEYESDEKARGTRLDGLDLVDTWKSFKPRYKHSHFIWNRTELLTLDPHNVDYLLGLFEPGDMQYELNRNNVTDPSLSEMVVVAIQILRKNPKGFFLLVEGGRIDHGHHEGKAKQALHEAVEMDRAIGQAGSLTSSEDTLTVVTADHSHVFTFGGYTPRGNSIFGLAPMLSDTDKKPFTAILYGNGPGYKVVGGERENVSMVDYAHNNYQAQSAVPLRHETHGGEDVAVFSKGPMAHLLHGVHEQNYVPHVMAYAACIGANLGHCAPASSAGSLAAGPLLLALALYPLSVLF
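Assay system: human TNAP; Input: enzyme diluted 1/800 final; Reagent: CDP-star luminogenic substrate at 100 µM final; Timing: 30 min, room temperature; Signal: luminescence; Evaluation: TNAP activation factor scaled between EDTA and DMSO control wells.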
TNAP inh noacc: blocks human TNAP activity with no phosphate acceptor present; purified TNAP, CDP-star luminescence, 30 min; inhibition, % at 20 µM; 200,000 tested, 0.26% active;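 active = tissue-nonspecific alkaline phosphatase inhibition above about 50% at 20 µM in the single-dose screen, limit read from the data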;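 note: 0% = DMSO negative control and 100% = EDTA positive control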
PMI act hi M6P: activators of human phosphomannose isomerase at near-saturating mannose 6-phosphate; coupled PMI enzyme assay, resazurin fluorescence, 20 min; active compounds read high; 1 = untreated enzyme, 0 = substrate-free blank; activation factor at 20 µM; 190,000 tested, 0.34% active;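 active = activation factor of 2 or more at 20 µM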
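Test system: Human PMI in coupled enzyme assay | Input: 15 ng/mL PMI | Medium: HEPES-buffered pH 7.4 with magnesium and detergent | Compound: One concentration, 20 µM, in 1% DMSO | Incubation: Enzyme reaction with compound 20 min at room temperature | Detection: Diaphorase-driven resazurin-to-resorufin fluorescence, excitation 544, emission 590 nm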
FLuc act counter: affects firefly luciferase, flagging false hits in luciferase stimulation screens; AID 1027; P08659; activation factor at 10 µM; ATPlite luciferase biochemical, luminescence, 10 min; 0 = ATP-free wells, 1 = DMSO control; 200,000 tested, under 10 active;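 active = luciferase activation factor, scaled between plate controls, of at least 2 with compound at 10 µM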
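Material: Luciferase/luciferin reagent mix; Doses: test compounds dosed from 2 mM stocks in 100% DMSO; Schedule: 10 min incubation after luciferase reagent addition, room temperature; Measured by: luminescence from luciferase reaction; Read-out: luminescence gain marking luciferase activators.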
TNAP inh hiacc: TNAP (human) inhibition, high acceptor | P05186 | purified TNAP, CDP-star luminescence, 1 M DEA | inhibition, % at 20 µM | 200,000 tested, 0.03% active;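 active = over 50% inhibition of tissue-nonspecific alkaline phosphatase at 20 µM in the single-dose screen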;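 note: plate controls were DMSO wells for no effect and EDTA-quenched wells as full inhibition for full effect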
NF-kB neuron act: raises NF-kB expression in human neuronal cells. NF-kB reporter expression; active compounds read high. fold change at 12.5 µM. AID 1239. 190,000 tested, 1.6% active; in the data active = fold change above about 3.3
bIAP activator: intestinal alkaline phosphatase (bovine) activation | 200,000 tested, 0.17% active | purified bovine IAP, CDP-star luminescence, 30 min; active compounds read high; fold of DMSO-control signal, blank-subtracted | activation factor at 20 µM;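 active = activation factor of 2 or more at 20 µM, a signal rise over negative controls twice the positive control's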
Active calls of the source: *; · = not tested or not shown.

Compound	PMI act	APP 5'UTR act	FLuc inh counter	TNAP act hi DEA	TNAP inh noacc	PMI act hi M6P	FLuc act counter	TNAP inh hiacc	NF-kB neuron act	bIAP activator
CC(C)OC(=O)CSc1nnc(-c2ccc(Cl)cc2Cl)o1	1	8	26	1	-8	1	0.7	-2	1.1	0.8
COc1cc(OC)cc(C(=O)O/N=C(\N)c2ccncc2)c1	1	13	4	1	-6	1	1	1	1.4	1
CCCCC1(Cc2ccc(OC)c([N+](=O)[O-])c2)C(=O)N(c2ccccc2)N(c2ccccc2)C1=O	0.9	-4	-4	1	-4	0.9	1	-1	0.62	0.9
Cc1nn(Cc2ccc(F)cc2)c(C)c1NC(=O)c1cnn2c1NC(c1cccs1)CC2C(F)(F)F (stereo not given)	0.9	4	-3	1	-5	0.9	1	-2	0.87	1.1
C=CCc1ccc(OCC(O)CN2CCCCC2C)c(OC)c1 (stereo not given)	1	-7	-1	1	-16	0.9	1	-4	1.1	1
O=c1cc(N2CCN(c3cccc(Cl)c3)CC2)[nH]c(=O)n1C1CCCCC1	1.1	2	-3	1.1	-12	1	1	-6	0.71	1
NC(=O)c1cccnc1Nc1ccccc1Cl	1.1	6	1	1.1	-13	1	1	-6	1.3	1
CCOc1ccccc1-n1nnnc1SCC(=O)Nc1cc(C)on1	1	6	-7	1	-6	1	1.1	1	1	0.8
O=C(C/C=N\OCc1ccc([N+](=O)[O-])cc1)Nc1ccc(Br)cc1	0.9	-4	-7	1.1	-6	0.9	1.1	-6	1.8	0.8
Cc1cc(C)n(-c2nc3c(c(=O)[nH]c(=O)n3C)n2Cc2cccc(Br)c2)n1	1	-10	-4	1.1	-5	1.1	1	-9	1.1	1
COc1cc2c(cc1OC)C(C(=O)Nc1cc(OC)c(OC)c(OC)c1)C(c1cccnc1)N(C)C2=O (stereo not given)	1	-3	-3	1	-13	1	1	0	1.4	1.4
COc1ccc(OCCNS(=O)(=O)c2cccc([N+](=O)[O-])c2)cc1	0.8	20	-1	1.1	-8	0.8	1	-10	1.1	1
Fc1ccc(OCc2nc(-c3ccncc3)n[nH]2)cc1	1.1	-5	-6	1.1	0	1	1.1	-8	0.94	1.1
CSCc1ccc(C(=O)Nc2cccc(C)c2C)cc1	0.9	55	18	1	-9	1	0.8	-4	2.2	0.9
COc1ccccc1N/C=C1/Sc2cc(Cl)ccc2NC1=O	1	3	-3	1	-8	1	1	-4	1.2	0.9
NC1=CC(=O)c2cccc3cccc1c23	0.4	-7	-7	1	10	0.6	1.1	1	·	0.9
O=C(NC1(C(F)(F)F)NC(=O)N(Cc2ccco2)C1=O)c1cccnc1 (stereo not given)	0.9	20	-4	1	-10	0.9	1	-4	0.92	0.9
Cc1ccc(S(=O)(=O)NC2CCCCC2)c(C)c1NS(C)(=O)=O	1.1	22	-4	1.1	-12	1.1	1	-6	1.2	1.1
CN(C)S(=O)(=O)Nc1cc(Cl)cc(Cl)c1	1	-1	-6	1	-10	1	1.1	-5	1.2	1.1
O=C(c1cc(-c2ccccc2O)on1)N1CCc2ccccc2C1	0.9	17	2	1	-6	0.9	1	-1	1.5	0.9
CC(C)C(C)(C#N)NC(=O)CSc1nc(C2CCCCC2)n(-c2ccccc2)n1 (stereo not given)	1	-3	-8	1	2	1	1.1	-3	1.1	1
O=C1CC(c2ccccc2Cl)C2=C(COC2=O)N1 (stereo not given)	1	-7	-2	1	-6	1	1	-4	1.2	0.9
COc1ccc(Cl)cc1NC(=O)C1CC(=O)N(c2ccc(F)cc2)C1 (stereo not given)	0.9	8	-6	1	-3	1	1.1	1	1.1	0.9
Cc1ccc(C(=O)N/C(=C/c2cccnc2)C(=O)O)cc1	1.2	-5	-3	1.1	-9	1.1	1	-7	1	1.3
O=C(NCCCN1CCCC1)c1cc2c(Cl)nc3ccccc3c2s1	1.1	-19	-9	0.9	13	1	1.1	6	1.1	1.2
COC(=O)CNC(c1ccccc1)c1cc(Br)ccc1NS(=O)(=O)c1ccc(C)cc1 (stereo not given)	0.8	-16	-5	1.1	-84	0.9	1	-6	0.75	1
CCCCNC(=S)NNC(=O)c1cccnc1	1	-7	-1	1	-80	1	1	3	1.2	1
COc1ccc(CNC(=O)C2CSC(c3ccc(OC)cc3)N2C(C)=O)cc1 (stereo not given)	0.9	-14	-5	1	-5	1	1	-3	1.3	1.1
COCCn1c(=O)[nH]c2cc(C(=O)N3CCN(c4ccccc4OC)CC3)ccc2c1=O	1	13	-3	1	-5	0.8	1	-2	0.83	1
COc1ccc(CC2(C)OC(c3ccccc3)=NN2C(C)=O)cc1 (stereo not given)	1.1	8	-3	1	-13	1.1	1	-3	1.1	1

3 consecutive compounds already listed, for reference:
Compound	PMI act	APP 5'UTR act	FLuc inh counter	TNAP act hi DEA	TNAP inh noacc	PMI act hi M6P	FLuc act counter	TNAP inh hiacc	NF-kB neuron act	bIAP activator
COc1ccc(CNC(=O)C2CSC(c3ccc(OC)cc3)N2C(C)=O)cc1 (stereo not given)	0.9	-14	-5	1	-5	1	1	-3	1.3	1.1
COCCn1c(=O)[nH]c2cc(C(=O)N3CCN(c4ccccc4OC)CC3)ccc2c1=O	1	13	-3	1	-5	0.8	1	-2	0.83	1
COc1ccc(CC2(C)OC(c3ccccc3)=NN2C(C)=O)cc1 (stereo not given)	1.1	8	-3	1	-13	1.1	1	-3	1.1	1

Other results.
canonical_smiles	PMI act	APP 5'UTR act	FLuc inh counter	TNAP act hi DEA	TNAP inh noacc	PMI act hi M6P	FLuc act counter	TNAP inh hiacc	NF-kB neuron act	bIAP activator
COCCCNC(=O)c1c(N)n(/N=C/c2ccccn2)c2nc3ccccc3nc12	0.9	-11	-5	1	-4	1	1.1	0	0.37	1.1
CCC(=O)Nc1ccc(NC(=O)CSc2nc3cc4c(cc3cc2C)CCC4)cc1	1	-6	-2	1.1	-23	1	1	-8	0.91	1.1
O=C1/C(=C\c2ccc([N+](=O)[O-])cc2)CCc2ccccc21	0.8	136*	81*	1	-17	1	0.2	1	1.3	1.1
N/C(=N\OC(=O)Cc1ccc(-c2ccccc2)cc1)c1ccncc1	0.9	12	-4	1	-13	1	1	-3	0.92	1.2
Cc1ccsc1C(C(=O)NC(C)(C)C)N(C(=O)c1csnn1)c1ccccc1 (stereo not given)	1.1	21	-7	1	-6	1	1.1	1	1.2	1.1
CCOC(=O)c1c(NC(=O)C2C3CCC(O3)C2C(=O)O)sc(C)c1-c1ccc(F)cc1 (stereo not given)	1.2	2	-3	1.1	2	1.1	1	-7	1	0.9
COC(=O)c1sccc1NC(=S)N1CCN(c2ccccc2F)CC1	0.9	12	0	1	-13	1	1	0	1.6	1
CCn1c(C(=O)N2CCc3ccccc3C2)cc2oc3ccccc3c21	0.9	19	3	1.1	-2	1	1	-9	1.2	1.3
CCC(C)c1ccc(NC(=O)C2CC2)cc1 (stereo not given)	0.9	34	6	1.1	-15	0.9	0.9	-8	1.6	0.9
O=c1[nH]c2ccc(NS(=O)(=O)c3ccc4ccccc4c3)cc2[nH]1	1.1	-26	-8	1	0	0.9	1.1	-1	1.2	1
COc1ccc(OC)c(NC(=O)CSc2nnc(C)n2Cc2ccccc2)c1	1	-2	-2	1	-7	1	1	-5	1.3	1
CCc1nc(Sc2nnnn2-c2ccccc2)c2c3c(sc2n1)CCCC3	0.9	-18	-7	1.1	-15	1	1.1	-6	8*	1
Cc1ccc(NC(=O)NC2CCCCC2)c(C)c1	1.1	9	0	1	12	0.9	1	1	1.4	0.9
COc1ccc(NC(=O)C23CC4CC(C2)CC(n2cnc(Br)n2)(C4)C3)c(OC)c1	0.9	5	4	1.1	-4	1	1	-8	1.2	1.1
Nc1nonc1C(=O)N/N=C/c1ccc(-c2cccc([N+](=O)[O-])c2)o1	1	3	-7	1.1	-28	1	1.1	-10	0.78	1
COc1ccc(CN(CCC#N)C(=S)NC(=O)c2ccccc2)cc1	0.9	9	-1	1	-4	0.9	1	1	1.4	0.7
COc1ccc(C2C(C(=O)NCCN3CCOCC3)c3ccccc3C(=O)N2C)cc1OC (stereo not given)	0.9	7	-1	1	-8	0.6	1	1	0.82	1
COc1ccc(OC)c(N(CC(=O)Nc2ccc3c(c2)OCO3)S(=O)(=O)c2ccccc2)c1	0.8	1	-7	1	-12	0.9	1.1	-3	0.58	1.1
Cc1nc2ccc(S(=O)(=O)NCC(=O)NCCN3CCCCCC3)cc2s1	0.9	-2	-2	1	-8	0.9	1	-4	1	1
Cn1c(=O)c2c(SCc3cccc(C(F)(F)F)c3)nc(-c3ccco3)nc2n(C)c1=O	0.9	-6	-6	1	-3	0.9	1.1	1	1.1	0.9
